High-throughput results (PubChem)
Fluorescein autfl = compound fluoresces in the fluorescein spectral region; 59,000 compounds, 0.91% hits; max fluorescein-equivalent concentration, M; AID 593; Compound autofluorescence, 480/540 nm, fluorescein-equivalent; stronger effect = higher value; in the data active means max fluorescein-equivalent concentration above about 10 nM; inconclusive means between about 1.1 nM and that limit
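First, buffer (100 mM Tris, pH 8.0) dispensed; second, compounds and fluorescein standards pinned in; third, 15 min room-temperature incubation; finally, imaging at ex 480 nm/em 540 nm. Fluorescence normalized against the six-point fluorescein curve.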
A350 fluor = compound fluoresces in the Alexa 350 spectral region. max dye-equivalent concentration, M. Compound autofluorescence, 340/450 nm, Alexa 350 dye-equivalents; stronger effect = higher value. 59,000 compounds, 11% hits; in the data active means max dye-equivalent concentration above about 10 nM; inconclusive means mostly about 1.1 nM to 9.6 nM
Texas Red fluor = compounds fluorescent in Texas Red spectral region; Compound fluorescence, Texas Red channel, 547/618 nm; stronger effect = higher value; AID 587; max dye-equivalent concentration, M; 59,000 compounds, 0.06% hits; in the data active means max dye-equivalent concentration above about 10 nM; inconclusive means between about 1.1 nM and that limit
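Compound fluorescence was read after 15 min at room temperature in 100 mM Tris, pH 8.0, using 547 nm excitation and 618 nm emission across a concentration series. It was expressed as Texas Red dye-equivalent concentration from an on-plate standard curve.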
4-MU autofl = 4-MU region autofluorescence | 59,000 compounds, 11% hits | compound autofluorescence, 340/450 nm, 4-MU equivalents; stronger effect = higher value | max dye-equivalent concentration, M; in the data active means max dye-equivalent concentration above about 10 nM; inconclusive means mostly about 1.1 nM to 9.6 nM
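Intrinsic fluorescence at 340/450 nm (ex/em) was read after 15 min at room temperature in pH 8.0, 100 mM Tris. Each compound concentration expressed as 4-MU-equivalent concentration from a six-point 4-MU standard series on each plate.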
HBB splicing = hemoglobin beta splicing modulation. AID 925. HBB splicing reporter cell assay, activation; EGFP reporter with mutant IVS2-654 intron; response scale: normalised to 500 nM splice-correcting PNA. Potency, µM (titrated, usually from 46.1 µM), for the others: top-dose activation, usual class: activators. 65,000 compounds, 0.06% hits; further: potency means the concentration at half of the fitted maximal effect; 0% is about no effect
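Compounds were applied for 2 days to HeLa EGFP-654 cells, 500/well in Optimem with 2% FCS. The reporter's EGFP is disrupted by mis-splicing of beta-globin intron IVS2-654. Readout: summed well GFP fluorescence from 488 nm laser scanning; reference was 500 nM antisense […] 654 PNA.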
ERK AVP block = vasopressin-driven ERK pathway inhibition. AID 995. 72,000 compounds, 0.99% hits. Potency, µM (highest dose often 57.5 µM), for inactives: top-dose activity, negative = inhibition, hits mostly inhibitors. HEK293-V1b, vasopressin-stimulated pERK AlphaScreen; further: potency means the concentration at half of the fitted maximal effect; on the % scale 0 is the no-effect control and ±100 the full control effect; nearly all actives have a fitted effect of over 55% in size
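HEK293 cells stably expressing V1b receptor, preincubated 30 min at 37 °C with compound, then stimulated 5 min with 25 nM vasopressin. Phospho-ERK by AlphaScreen SureFire after 5 h RT; normalized to DMSO and vasopressin; AC50 by Hill fit.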
Epigenetic mod = epigenetic modulators derepressing GFP locus in mouse cells; Potency, µM (doses to about 46.1 µM), without a hit: top-dose GFP derepression (activation); AID 597; 68,000 compounds, 0.09% hits; mouse C127i GFP locus derepression, cytometry, 30 h; further: % of control where 0% means no effect
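Read-out is the number of GFP-positive cells, scored as fluorescent objects 20 to 120 um wide, reflecting derepression of a silenced CMV-GFP reporter in murine C127i cells after 30 h compound exposure at 37 C.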
Hsp90 Hop PPI = changes Hsp90-Hop TPR2A binding signal, up or down | AlphaScreen TPR2A-His6 binding biotin-Hsp90 C-terminal peptide | Potency, µM (highest dose often 57 µM), for the others: at the highest dose activity change, negative = inhibition | 71,000 compounds, 0.44% hits; active means well fitted curve in either direction with a large enough effect; inconclusive means small, poorly fitted or top-dose-only effect, or another doubt; further: potency means the concentration at half of the fitted maximal effect; on the % scale 0 is the no-effect control and ±100 the full control effect; many of its hits are not listed in these tables
UbGFP stabilizer = ubiquitin-GFP accumulation via proteasome inhibition; AID 526; Potency, µM (titrated, usually from 45.9 µM), for the others: at the highest dose activation (GFP accumulation), actives largely listed as activators; 67,000 tested, under 10 active; Ubiquitin-GFP reporter cells, proteasome inhibition, GFP fluorescence; response scale: untreated = 0%, 10 µM MG-132 = 100%; active means well fitted activation curve with a large enough effect, not every such curve was filed as active; inconclusive means small, poorly fitted or top-dose-only effect, or another doubt; inactive means no such curve, though single readings can be large or run the other way; further: potency means the concentration at half of the fitted maximal effect
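Proteasome blockade was scored as a rise in GFP-expressing U2OS cells carrying a ubiquitin(G76V)-GFP construct, imaged after 4 hr compound treatment at 37 °C across a 46 uM–2.9 nM series.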
CRE-bla Fsk = modulators of forskolin-stimulated CRE signaling in CHO cells; 71,000 compounds, 2.5% hits; AID 662; Potency, µM (titrated, usually from 38.2 µM), for the others: at the highest dose activity change, negative = inhibition, usual class: activators; CHO CRE-bla reporter (cAMP response element driving beta-lactamase), forskolin EC10, beta-lactamase ratio; active means well fitted activation curve with a large enough effect in the signal ratio, with a control signal flat, not every such curve was filed as active; inconclusive means small, poorly fitted or top-dose-only effect, or effect the other way, or a change in a side signal; the % refers to the signal ratio; further: potency means the concentration at half of the fitted maximal effect; % of control where 0% means no effect
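Cells were plated overnight at 37 °C, exposed to compound titrations plus EC10 NKH 477 for 3 h, then given CCF4 dye for 2 h at room temperature. Blue/green (460/530 nm) ratio was converted to %Activity and AC50 values calculated.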
Luciferase inh = firefly luciferase inhibition; purified firefly luciferase, luminescence, 8 min; Potency, µM (doses to about 57.1 µM), inactives show top-dose activity change, negative = inhibition, hits mostly inhibitors; 72,000 compounds, 2.2% hits; further: potency means the concentration at half of the fitted maximal effect; on the % scale 0 is the no-effect control and ±100 the full control effect; nearly all actives have a fitted effect of over 40% in size
Target sequence (P08659 whole entry, looked up): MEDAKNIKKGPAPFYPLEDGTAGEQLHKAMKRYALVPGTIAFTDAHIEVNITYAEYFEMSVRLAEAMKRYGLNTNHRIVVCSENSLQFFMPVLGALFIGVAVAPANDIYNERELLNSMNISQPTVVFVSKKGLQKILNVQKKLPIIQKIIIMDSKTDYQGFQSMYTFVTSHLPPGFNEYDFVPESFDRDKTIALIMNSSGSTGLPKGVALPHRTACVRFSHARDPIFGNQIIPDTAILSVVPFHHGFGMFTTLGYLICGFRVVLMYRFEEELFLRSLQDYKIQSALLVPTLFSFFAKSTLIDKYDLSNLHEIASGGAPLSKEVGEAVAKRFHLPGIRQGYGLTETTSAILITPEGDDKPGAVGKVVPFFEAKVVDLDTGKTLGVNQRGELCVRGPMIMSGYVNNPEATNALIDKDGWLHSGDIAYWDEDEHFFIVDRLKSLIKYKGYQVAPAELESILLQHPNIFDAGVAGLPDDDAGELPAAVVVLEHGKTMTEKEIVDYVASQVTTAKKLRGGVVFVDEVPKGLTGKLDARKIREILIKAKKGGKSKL
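Inhibition of light generation by firefly luciferase from ATP and luciferin was profiled with concentration-response curves per sample, ATP held at 10 uM within the enzyme's linear range. Plates were read by luminescence after an 8-minute ambient incubation.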
* marks the source's active call; other numbers are inactive results; i = inactive; ? = inconclusive; · = not tested or not shown; [ ] = another dose, or the depositor's remark. Unless noted, the call rests on the fitted dose curve; in most records, active means well fitted curve in the direction sought with a large enough effect; inconclusive means small, poorly fitted or top-dose-only effect, or another doubt; inactive means no such curve, though single readings can be large; an effect the other way counts as inactive or inconclusive. This is a subset (hit frequency here may not be typical).

Sequence of screens: ERK AVP block, UbGFP stabilizer, 4-MU autofl, Hsp90 Hop PPI, Luciferase inh, Epigenetic mod, Texas Red fluor, Fluorescein autfl, CRE-bla Fsk, A350 fluor, HBB splicing
O=C1CC(c2ccco2)CC2=C1C1c3ccccc3C(=O)N1c1ccccc1N2 (stereo unspecified)
    -8.0%, 4.2%, ·, -8.8%, -1.3%, -2.3%, ·, ·, -11.3%, ·, 1.3%[9.22 µM]
COC(=O)CSc1nnc2n(C3CCCCC3)c(=O)c3c4c(sc3n12)CCCC4
    ?, -9.4%, ·, -5.5%, 3.2%, -2.3%, ·, ·, ?, ·, -0.7%
Cc1c(Cl)cccc1Nc1nc(N)nc(CSCCO)n1
    -5.6%, 4.4%, i, ?, 2.9%, 5.8%, i, i, 9.7%, ?, 6.5%
Cc1cccc(-c2nnc(-c3ccccc3)o2)c1
    13.1%, -0.6%, ·, 5.3%, -27.1%, -1.6%, ·, ·, 8.3%, ·, -0.2%
CCC(c1nnnn1C(C)(C)C)N1CCN(C2CCCC2)CC1 (stereo unspecified)
    -4.1%, -2.5%, i, -16.8%, -1.2%, 1.4%, i, ?, -2.7%, i, -2.9%
CCOC(=O)COC(=O)c1ccc(O)cc1
    5.7%, -7.9%, ·, -1.8%, -2.6%, 1.9%, ·, ·, -0.2%, ·, 0.1%
Cc1nc(Nc2ccc3c(c2)OCCO3)c2oc3ccccc3c2n1
    15.8µM*, -1.8%, ?, 1.5%, -4.2%, 4.3%, i, ?, ?, ?, -3.0%[57.5 µM]
Cn1ccnc1SCc1cn2ccccc2n1
    2.0%, -2.9%, i, 0.3%, -13.3%, -1.2%, i, i, 5.5%, i, 0.1%[57.5 µM]
CC1CN(S(=O)(=O)c2ccc(Cl)c(S(=O)(=O)N3CC(C)OC(C)C3)c2)CC(C)O1 (stereo unspecified)
    8.6%, -15.0%, ·, -1.4%, 3.3%, -2.2%, ·, ·, 1.3%, ·, 0.5%[9.22 µM]
Cc1noc(C)c1CSc1nnc2c(C)cc3ccccc3n12
    -14.2%, 8.0%, i, -3.3%, 2.3%, 0.0%, i, ?, 9.1%, i, -1.2%
Cc1ccc(CN2CC34C=CC(O3)C(C(=O)NCc3ccco3)C4C2=O)cc1 (stereo unspecified)
    -27.2%, 0.4%, i, -10.6%, -0.4%, 0.0%, i, i, -5.0%, i, -0.3%
COc1cc(C(=O)N2CCCC(c3nc(-c4cccs4)no3)C2)cc(OC)c1OC (stereo unspecified)
    -7.8%, 1.3%, i, 0.4%, 0.9%, -4.2%, i, ?, ?, i, -0.1%[57.5 µM]
CCOc1ccc(Nc2nc(NCCN3CCOCC3)nc(OC)n2)cc1
    8.6%, -1.7%, i, -2.0%, -2.8%, -2.5%, ?, ?, ?, i, 1.4%
O=C(c1cnn2c(C(F)F)cc(-c3ccccc3)nc12)N1CCOCC1
    -12.1%, -0.9%, 6.14e-08M*, -0.5%, 1.3%, 1.2%, i, ?, 12.2%, 7.28e-08M*, 2.9%
O=c1nc(-c2ccccc2)c2ccccc2[nH]1
    -26.7%, 1.5%, 1.96e-07M*, -0.5%, 3.9%, -2.3%, i, i, -3.4%, 1.72e-07M*, ·
CCOC(=O)NC(=O)CSc1nnnn1-c1ccccc1
    -1.6%, -4.8%, i, -3.5%, 1.0%, 2.6%, i, i, -1.8%, i, 0.0%
Cc1cc(Cl)ccc1OCCCC(=O)N1CCOCC1
    -4.9%, -0.7%, i, -3.6%, 0.4%, 1.6%, i, i, ?, i, -0.7%
O=C(NCc1cccs1)C1CCN(S(=O)(=O)N2CCCC2)CC1
    -5.4%, -11.2%, i, 6.6%, 0.3%, -1.7%, i, i, -23.2%, i, 1.7%
COc1ccc(CCNC(=O)C2CCN(Cc3nc(-c4ccccc4F)oc3C)CC2)cc1OC
    14.9%, 15.1%, i, -11.9%, -1.6%, -2.9%, i, ?, -17.2%, i, 0.5%
CCN(CC)C(=O)CSC1=C(C#N)C(c2cccs2)C=C(C)N1 (stereo unspecified)
    ·, ·, i, ·, 2.1%[25.5 µM], 5.3%[20.6 µM], i, i, ·, ?, ·
O=C(COc1ccccc1)NCCn1ccc2ccccc21
    25.1%, -8.0%, i, -5.6%, 0.2%, -2.9%, i, ?, -5.9%, ?, 2.4%
O=C(Nc1cccnc1)C(Cc1ccccc1)n1cccc1 (stereo unspecified)
    -20.7%, -12.5%, ·, -11.8%, 0.2%, 7.0%, ·, ·, -11.0%, ·, -0.7%
CCS(=O)(=O)N1CCN(C(=O)CCC2CCCC2)CC1
    -15.4%, -1.8%, i, -1.6%, -0.7%, 5.2%, ?, i, -4.5%, i, 0.5%
COc1ccc(-n2c3c(cc(C(=O)Nc4ccc5c(c4)C(=O)NC5=O)c2=O)C(=O)CCC3)cc1
    -4.6%, -14.0%, ·, -10.1%, 4.5%, -2.2%, ·, ·, 15.0%, ·, 0.8%[9.22 µM]
c1ccc2c(c1)CCCc1cc(NCCN3CCOCC3)nnc1-2
    6.5%[25.7 µM], -7.0%[20.5 µM], i, -3.0%[26 µM], 1.8%[25.5 µM], -1.2%[20.6 µM], i, ?, -3.7%[17.1 µM], i, 1.7%[20.6 µM]
COc1cccc(C(=O)N2CCN(CCCc3ccccc3)CC2)c1OC
    -4.6%, -2.0%, i, -4.3%, -0.4%, 1.0%, i, i, -3.9%, i, -0.3%
O=C(NC1CCCC1)c1cccc(S(=O)(=O)N2CCCCC2)c1
    -1.8%, -2.2%, i, -7.8%, 1.5%, -1.7%, i, i, -0.5%, i, 0.1%
Cc1c(C(=O)Nc2ccc(Cl)cn2)oc2ccccc12
    -9.4%, 8.8%, i, -2.4%, 1.1%, 5.9%, i, i, ?, i, -0.6%
c1ccc(-c2cnc(CSc3nnc4ccccn34)o2)cc1
    10.6%, -11.4%, i, 1.3%, -12.4%, 14.8%, ?, i, -12.3%, i, 0.2%
CCc1nc(SCC(=O)c2ccc(C)c(C)c2)n[nH]1
    16.6%, 11.5%[9.17 µM], ·, ?, -1.7%, -1.5%, ·, ·, ?, ·, 0.2%[0.0738 µM]
CCCCCCc1cc2cc(-c3nnc(-c4ccccc4O)o3)c(=O)oc2cc1O
    ·, ·, 1.06e-08M*, ·, 1.8%[25.5 µM], ?, i, 2.6e-08M*, ·, 1.02e-08M*, ·
CC(=O)N(CC(=O)O)c1ccccc1C(=O)O
    -8.2%, 8.7%, ·, -5.4%, -4.9%, -3.1%, ·, ·, -0.1%, ·, 0.6%
COC(=O)[C@H](Cc1ccccc1)NC(=O)NCc1ccc(S(N)(=O)=O)cc1
    8.1%, -5.9%, i, -0.4%, 1.4%, -0.6%, i, ?, -0.4%, ?, -1.6%[57.5 µM]
CC1(C)Oc2ccc3ccc(=O)oc3c2/C(=C/N)C1=O
    -14.6%, 2.5%, ·, -4.8%, 0.0%, 0.5%, ·, ·, 9.0%, ·, -2.6%
N#Cc1cc2sc3nnc(-c4ccncc4)n3c2cc1C#N
    -0.4%, -0.1%, i, -12.3%, 1.3%, 1.8%, i, i, 13.6%, i, 0.2%
C=CCNC(=O)C1CCN(S(=O)(=O)CC)CC1
    6.3%, 9.0%, i, -2.9%, -0.9%, 0.0%, i, i, 19.4%, i, -1.2%
O=C(CSc1ncn[nH]1)NC1CC2CCC1C2 (stereo unspecified)
    -15.2%, 6.2%, i, -4.3%, 1.3%, 1.6%, i, i, ?, i, 1.1%
COCCn1nnnc1C(c1ccccc1)N1CCN(Cc2ccc3c(c2)OCO3)CC1 (stereo unspecified)
    39.8µM*, -5.9%, 1.13e-08M*, 10.8%, -3.0%, 0.0%, i, ?, -12.7%, 1.13e-08M*, -0.6%[57.5 µM]
Cc1cc(CN2C(=O)c3ccccc3C2=O)cc(N2CCOCC2)c1
    -17.2%, ?, ·, -6.8%[11 µM], -1.4%, 3.1%, ·, ·, ?, ·, 4.5%[0.0738 µM]
